# Pol eta inh: DNA polymerase eta (human) inhibition. recombinant Pol eta, fluorescent DNA replication assay. AID 588591. Potency, µM (highest dose often 114 µM), for inactives: top-dose activity change, negative = inhibition, hits mostly inhibitors. actives 1.2% (n = 390,000); also: potency is read from the fitted curve at half-maximal effect; % is scaled to controls: 0 for no effect and ±100 for the full control effect
#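 Pol eta (10 nM) was preincubated with compounds for 15 min at room temperature, after which fluorescent replication substrate (50 nM final) was added to start the reaction. Fluorescence was read kinetically at 0 and 10 min.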
# BLM inh: inhibitors of human Bloom syndrome helicase BLM; P54132; recombinant BLM DNA unwinding, fluorescence dequenching; Potency, µM (doses to about 56.1 µM), for the others: at the highest dose activity change, negative = inhibition, usual class: inhibitors; actives 0.2% (n = 350,000); AID 2528;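 also: potency is read from the fitted curve at half-maximal effect; plate controls were vehicle for no effect and no enzyme for full effect; nearly all actives have a fitted effect of over 35% in size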
# Apoferritin bind: binds horse apoferritin like a general anesthetic; P02791; apoferritin/1-aminoanthracene competitive binding, fluorescence; Potency, µM (top dose mostly 77.5 µM), without a hit: at the highest dose activity change, negative = displacement, actives largely listed as inhibitors; actives 0.074% (n = 350,000); AID 485281; also: potency is read from the fitted curve at half-maximal effect; % is scaled to controls: 0 for no effect and ±100 for the full control effect; nearly all actives have a fitted effect of over 20% in size
# Target sequence (P02791 2-175 limits assumed): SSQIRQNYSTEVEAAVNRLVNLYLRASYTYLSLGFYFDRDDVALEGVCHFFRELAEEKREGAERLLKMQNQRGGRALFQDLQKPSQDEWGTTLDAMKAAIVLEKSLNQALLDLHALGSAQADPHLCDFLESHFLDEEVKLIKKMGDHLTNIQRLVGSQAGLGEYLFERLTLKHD
#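 Probe: 1-aminoanthracene (50% saturated, PBS). Protein: horse-spleen apoferritin, 10 uM. Incubation: 10 min, room temperature. Detection: 380 nm excitation, 535 nm emission. Analysis: normalized response, four-parameter Hill.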
# POLI inh: DNA polymerase iota (human) inhibition. Q9UNA4. actives 1% (n = 390,000). Pol iota fluorescent replication assay, 10 min. Potency, µM (titrated, usually from 115 µM), inactives show top-dose activity, negative = inhibition, actives largely listed as inhibitors; also: potency is read from the fitted curve at half-maximal effect
#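 Fluorescent replication assay read twice, at 0 min and 10 min after adding 50 nM (final) substrate. Enzyme (10 nM) and compounds were first incubated 15 min at room temperature; enzyme-free buffer wells were negative controls.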
# Tb PGK inh: T. brucei PGK inhibition; PGK/GAPDH coupled, Kinase-Glo luminescence, 60 min; actives 0.043% (n = 380,000); Potency, µM (top dose mostly 57.5 µM), without a hit: at the highest dose activity change, negative = inhibition, hits mostly inhibitors; P07378; also: potency is read from the fitted curve at half-maximal effect; % is scaled to controls: 0 for no effect and ±100 for the full control effect; nearly all actives have a fitted effect of over 60% in size
#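 Luminescent ATP detection (Kinase-Glo Plus) follows a 60-minute room-temperature incubation, with wells lacking PGK as controls. Buffer: 100 mM TEA (pH 7.6), 5 mM MgCl2, 0.01% Tween-20. Coupling enzyme GAPDH (100 nM final) supplies unstable 1,3-BPG in-well.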
# POLK inh: blocks human DNA polymerase kappa activity; Q9UBT6; purified Pol kappa, fluorescent DNA synthesis assay, 10 min; Potency, µM (highest dose often 107 µM), for inactives: at the highest dose activity, negative = inhibition, hits mostly inhibitors; actives 0.53% (n = 400,000); AID 588579; also: potency is read from the fitted curve at half-maximal effect; % is scaled to controls: 0 for no effect and ±100 for the full control effect
# Target sequence (Q9UBT6 whole entry, looked up): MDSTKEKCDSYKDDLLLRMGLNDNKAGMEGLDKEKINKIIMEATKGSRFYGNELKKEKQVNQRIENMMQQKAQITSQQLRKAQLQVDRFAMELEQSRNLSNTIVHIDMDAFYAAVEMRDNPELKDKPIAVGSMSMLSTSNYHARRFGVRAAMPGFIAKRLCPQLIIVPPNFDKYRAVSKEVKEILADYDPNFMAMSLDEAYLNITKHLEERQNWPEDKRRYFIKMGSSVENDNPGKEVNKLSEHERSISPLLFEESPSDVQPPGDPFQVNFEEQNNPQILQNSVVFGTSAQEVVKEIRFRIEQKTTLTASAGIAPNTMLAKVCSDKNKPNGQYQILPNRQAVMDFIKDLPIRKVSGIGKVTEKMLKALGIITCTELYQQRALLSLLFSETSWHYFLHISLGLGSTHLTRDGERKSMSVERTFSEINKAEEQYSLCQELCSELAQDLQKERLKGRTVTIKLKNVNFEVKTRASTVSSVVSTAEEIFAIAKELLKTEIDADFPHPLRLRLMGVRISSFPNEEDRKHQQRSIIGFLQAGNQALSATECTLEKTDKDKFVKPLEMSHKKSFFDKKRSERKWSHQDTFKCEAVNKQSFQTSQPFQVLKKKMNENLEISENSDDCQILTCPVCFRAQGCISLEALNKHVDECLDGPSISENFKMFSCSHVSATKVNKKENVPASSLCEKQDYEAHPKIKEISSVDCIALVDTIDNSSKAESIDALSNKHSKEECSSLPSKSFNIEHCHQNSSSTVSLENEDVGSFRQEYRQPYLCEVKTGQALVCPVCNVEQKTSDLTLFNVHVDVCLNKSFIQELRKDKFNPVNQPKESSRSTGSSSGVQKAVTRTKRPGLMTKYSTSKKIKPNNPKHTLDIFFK
#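 Readout: fluorescence, taken kinetically at 0 and 10 min. Conditions: 10 nM Pol kappa, 15 min RT compound preincubation, 50 nM substrate final. Controls: enzyme-free buffer wells.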
# RXFP1 antagonist: RXFP1 (human) relaxin receptor antagonism | actives 0.59% (n = 350,000) | activity change, negative = inhibition, % at 57.5 µM | AID 1259400 | HEK293-RXFP1, relaxin-stimulated cAMP HTRF, 30 min; hits give low values | Q9HBX9;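 active = activity change of -60% or lower, but not beyond a set lower limit; inconclusive = change between -60% and -40%, or beyond the set limit; inactive = change above -40%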; also: % is scaled to controls: 0 for no effect and ±100 for the full control effect
# APE1 inh: blocks human APE1 abasic DNA cleavage | P27695 | recombinant APE1, TAMRA/BHQ-2 abasic DNA cleavage fluorescence | Potency, µM (doses to about 65.8 µM), for inactives: at the highest dose activity change, negative = inhibition, actives largely listed as inhibitors | actives 0.35% (n = 350,000) | AID 2517;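 also: potency is read from the fitted curve at half-maximal effect; plate controls were vehicle for no effect and reference inhibitor for full effect; nearly all actives have a fitted effect of over 55% in size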
#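 Endonuclease cleavage of a quenched abasic-site DNA duplex (50 nM) by APE1 (0.75 nM) was tracked by TAMRA dequenching. Compounds were preincubated with enzyme 15 min at room temperature; data normalized to buffer-only and DMSO wells plus NSC13755 control.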
# Pol beta inh: DNA polymerase beta (human) inhibition. P06746. Pol beta primer extension/strand displacement, fluorescence kinetic. Potency, µM (top dose mostly 114 µM), for inactives: at the top dose activity change, negative = inhibition, most hits filed as inhibitors. actives 1.3% (n = 340,000); also: potency is read from the fitted curve at half-maximal effect; % is scaled to controls: 0 for no effect and ±100 for the full control effect
#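 Pol beta (10 nM) was preincubated with compound for 15 min at room temperature. The reaction was then started with 50 nM substrate and read immediately and after a further 10 min at room temperature.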
# Starred values were filed as active, the others as inactive; i = inactive; ? = inconclusive; · = not tested or not shown; & = joins results of further samples; [ ] = dose if it differs, or a comment. Unless noted, calls follow the shape of the dose curve; as a rule, active = well fitted curve in the direction sought with a large enough effect; inconclusive = small, poorly fitted or top-dose-only effect, or another doubt; inactive = no such curve, though single readings can be large; an effect the other way counts as inactive or inconclusive.
1	CN(CC(=O)Nc1ccccc1Br)C(=O)c1cc(S(=O)(=O)N(C)C)ccc1N1CCCC1
2	O=C(O)c1ccc(NC(CSCc2ccccc2F)C(=O)O)c([N+](=O)[O-])c1 (stereo not given)
3	O=C(COc1ccccc1F)NCC(c1ccc(F)cc1)N1CCOCC1 (stereo not given)
4	Cc1c(C)c2c(OCC(=O)NCc3ccncc3)cc3c(c2oc1=O)CCC(C)(C)O3
5	COc1cc(/C=C/c2c([N+](=O)[O-])c(=O)n(C)c(=O)n2C)cc(OC)c1OC
6	CCC(C)(C)NC(=O)CN(C(=O)CNS(=O)(=O)c1ccc(F)cc1)c1ccc2c(c1)OCCO2
7	Cc1cccc(S(=O)(=O)Nc2ccc(S(=O)(=O)Nc3nccs3)cc2)c1
8	Cc1nnc(SCC(=O)NC(C)(C)C)n1NCc1c(F)cccc1Cl
Screen / compound no.	1	2	3	4	5	6	7	8
Pol eta inh	-3%	-14%	-19%	-7%	-12%	-3%	-1%	0%
BLM inh	·	3%	·	2%	-3%	-2%	·	-1%
Apoferritin bind	·	1%	·	-12%	-7%	-13%	·	8%
POLI inh	43%[activator]	-6%	27%	10%	-5%	125%[activator]	?	48%[activator]
Tb PGK inh	0%	-1%	i	1%	·	11%	-2%	5%
POLK inh	-2%	-9%	-9%	-1%	-2%	1%	-1%	-2%
RXFP1 antagonist	-4	-2	5	·	1	-7	4	7
APE1 inh	6%	13%	5%	-2%	6%	2%	-1%	2%
Pol beta inh	·	4%	·	-22%	2%	53%	·	4%

# Quoted at random: 5 entries already listed.
4	Cc1c(C)c2c(OCC(=O)NCc3ccncc3)cc3c(c2oc1=O)CCC(C)(C)O3
8	Cc1nnc(SCC(=O)NC(C)(C)C)n1NCc1c(F)cccc1Cl
6	CCC(C)(C)NC(=O)CN(C(=O)CNS(=O)(=O)c1ccc(F)cc1)c1ccc2c(c1)OCCO2
2	O=C(O)c1ccc(NC(CSCc2ccccc2F)C(=O)O)c([N+](=O)[O-])c1 (stereo not given)
3	O=C(COc1ccccc1F)NCC(c1ccc(F)cc1)N1CCOCC1 (stereo not given)
Screen / compound no.	4	8	6	2	3
Pol eta inh	-7%	0%	-3%	-14%	-19%
BLM inh	2%	-1%	-2%	3%	·
Apoferritin bind	-12%	8%	-13%	1%	·
POLI inh	10%	48%[activator]	125%[activator]	-6%	27%
Tb PGK inh	1%	5%	11%	-1%	i
POLK inh	-1%	-2%	1%	-9%	-9%
RXFP1 antagonist	·	7	-7	-2	5
APE1 inh	-2%	2%	2%	13%	5%
Pol beta inh	-22%	4%	53%	4%	·

# (cont.)
9	COc1ccc(OC)c(/C=N/NC(=O)c2ccc(Cn3cc([N+](=O)[O-])cn3)o2)c1
10	O=C(CCC(=O)c1ccc(F)cc1)NN1C(=O)NC2(CCCCC2)C1=O
11	CCC1CCCCN1C(=O)CSc1nc(C)cc(C)n1 (stereo not given)
12	Cc1cccc(N(C(=O)c2ccco2)C(C(=O)NC2CCCC2)c2cccnc2)c1C (stereo not given)
13	Cc1csc(NC(=O)c2cc3c(s2)CCCCC3)n1
14	COC(=O)c1ccc(Cl)c(NC(=O)CSc2nnc(-c3ccncc3)o2)c1
15	COc1ccc(C2c3ccc4ccccc4c3Oc3ncn(CCCN(C)C)c(=N)c32)cc1 (stereo not given)
16	COc1ccc(CC(=O)NCc2ccc3c(c2)OCO3)cc1
Screen / compound no.	9	10	11	12	13	14	15	16
Pol eta inh	-11%	-1%	-10%	-11%	-14%	-17%	-1%	0%
BLM inh	-9%	·	-5%	3%	-10%	1%	140%[activator]	-3%
Apoferritin bind	-18%	·	?	-2%	?	-6%	0%	15%
POLI inh	?	17%	?	41%[activator]	1%	62%[activator]	6%	8%
Tb PGK inh	0%	i	2%	2%	-9%	-3%	-1%	-10%
POLK inh	-6%	-10%	-9%	-5%	-7%	-21%	-4%	-5%
RXFP1 antagonist	·	-8	-37	4	-10	-13	?	-8
APE1 inh	-3%	9%	-8%	-5%	-4%	17%	4%	7%
Pol beta inh	?	·	-23%	26%	-18%	5%	51%	4%

17	COc1ccc(/C=C/C(=O)OC(C)C(=O)c2ccccc2)cc1OC (stereo not given)
18	O=C1Nc2ccc(S(=O)(=O)N3CCOCC3)c3cccc1c23
19	CCOC(=O)C[C@H]1c2ccc(C(F)(F)F)cc2S(=O)(=O)N1C(C)(C)C
20	CCNC(=S)NNC(=O)c1cc(-c2cc(C)ccc2C)nc2ccccc12
21	COc1ccc(-c2noc(CCC(=O)NCCCN3CCN(c4ccc(F)cc4)CC3)n2)cc1
22	CCCCn1nc2cc(C(=O)NC[C@@H]3CCCO3)ccc2c1OCC
23	Cc1ccc(-c2c(C(=O)N3CCN(c4cccc(C)c4C)CC3)oc(=O)c3ccccc23)cc1
24	COc1ccccc1N1CCN(C2CCN(S(=O)(=O)c3ccc(NC(C)=O)cc3)CC2)CC1
Screen / compound no.	17	18	19	20	21	22	23	24
Pol eta inh	-10%	-12%	-16%	-17%	-2%	-13%	-18%	-22%
BLM inh	·	5%	·	-8%	-6%	-3%	-8%	-1%
Apoferritin bind	·	272%[activator]	·	?	-8%	8%	-6%	-7%
POLI inh	18%	31%[activator]	?	35%[activator]	55%[activator]	10%	5%	29%
Tb PGK inh	3%	-1%	1%	i	i	-5%	2%	11%
POLK inh	-12%	-2%	-9%&-7%	0%	-6%[60.1 µM]	0%	-5%	-4%
RXFP1 antagonist	-17	9	·	-1	-2	·	·	-25
APE1 inh	-1%	-6%	·	-2%	4%	-9%	·	-3%
Pol beta inh	·	-4%	·	20%	?	9%	20%	4%

25	CN(C)/C=C(\C#N)C(=O)Nc1ccc(O)cc1F
26	CC1SC(c2ccccc2)N(CC(O)c2ccc([N+](=O)[O-])cc2)C1=O (stereo not given)
27	Cc1cccc(OCCCC(=O)Nc2ccc(S(=O)(=O)Nc3onc(C)c3C)cc2)c1C
28	O=c1cc(C(F)(F)F)[nH]c(=S)n1-c1ccccc1
29	Nc1c(N=Nc2ccc(-c3ccc(N=Nc4cc(S(=O)(=O)O)c5ccccc5c4N)cc3)cc2)cc(S(=O)(=O)O)c2ccccc12
30	Cc1ccc2sc(NC(=O)C3CC3)nc2c1C
31	Cc1cccc(-n2c(O)c(C=Nc3ccccc3O)c3ccccc3c2=O)n1
32	COc1cccc(CNC(=O)Cn2ccc([N+](=O)[O-])n2)c1
Screen / compound no.	25	26	27	28	29	30	31	32
Pol eta inh	-18%	-12%	-4%	-17%	·	-6%	45µM*	5%
BLM inh	-11%	-1%	-3%	-1%	4µM*	-6%	16µM*	5%
Apoferritin bind	-4%	-13%	5%	-10%	?	-5%	-7%	3%
POLI inh	32%[activator]	2%	4%	143%[activator]	·	1%	?	?
Tb PGK inh	-10%	·	-5%	-9%	·	-4%	i	-4%
POLK inh	-7%	-6%	-5%	-3%	1.1µM*	-12%	?	-12%
RXFP1 antagonist	-3	-7	0	-5	·	-15	-16	6
APE1 inh	3%	-2%	3%	17%	32µM*	18%	?	4%
Pol beta inh	20%	8%	-4%	16%	·	7%	-32%	31%

33	CCOc1ccc(N2CC(NC(=O)c3ccc(Cl)cc3)CC2=O)cc1 (stereo not given)
34	Cc1cc(=O)oc2cc(OC(=O)c3cncc(Br)c3)ccc12
35	N#C/C(=C\c1cc2c(cc1Br)OCO2)c1ccc(C(=O)O)cc1
36	COCc1nnc(NC(=O)CCS(=O)(=O)c2ccccc2)s1
37	Cc1cc(C)n2ncc(S(=O)(=O)c3ccccc3)c2n1
38	Cc1ccccc1CN1CCc2c(OCC(=O)N3CCCc4ccccc43)cccc2C1=O
39	O=C(Nc1ccccc1C(F)(F)F)N1CCC(n2c(=O)[nH]c3ccccc32)CC1
40	CCN1C2=C(C(=O)CCC2)C(c2ccc(O)c(Br)c2)C2=C1CCCC2=O
Screen / compound no.	33	34	35	36	37	38	39	40
Pol eta inh	4%	-18%	-3%	1%	-20%	-7%	5%	?
BLM inh	2%	-2%	-5%	-4%	-1%	-11%	6%	-13%
Apoferritin bind	4%	54%[activator]	-10%	-1%	-2%	26%	-6%	6%
POLI inh	-1%	158%[activator]	5%	16%	16%	3%	11%	?
Tb PGK inh	0%	-1%	-2%	1%	5%	-3%	6%	-6%
POLK inh	-3%[60.1 µM]	1%	2%	-7%	-17%	0%	-3%	?
RXFP1 antagonist	-16	5	-7	-17	7	11	-8	11
APE1 inh	·	13%	38%	3%	-6%	0%	7%	1%
Pol beta inh	14%	30%	0%	0%	36%	9%	21%	-22%

41	COc1ccc(-n2c(N)c(C(=O)Nc3c(C)n(C)n(-c4ccccc4)c3=O)c3nc4ccccc4nc32)cc1
42	CCOc1ncccc1C(=O)OC(C)C(=O)NC(=O)NC1CCCCC1 (stereo not given)
43	Cc1ccc(/C=N/NC(=O)c2cc3c(ccc4ccccc43)o2)o1
44	C[C@H]1[C@@H](c2ccccc2)Oc2ccc(Cl)cc2S(=O)(=O)N1Cc1ccc(F)cc1F
45	C=CCNC(=S)N1CCC(C(=O)c2ccc(Cl)cc2)CC1
46	Cc1cccc(NC(=O)/C(=C\c2ccc([N+](=O)[O-])o2)NC(=O)c2ccc(Cl)cc2)c1
47	C/C(=N/NC(=O)CC(=O)N/N=C(\C)c1ccc([N+](=O)[O-])cc1)c1ccc([N+](=O)[O-])cc1
Screen / compound no.	41	42	43	44	45	46	47
Pol eta inh	-4%	-5%	-10%	-10%	-10%	10µM*	3%
BLM inh	-7%	-7%	-2%	·	-3%	-13%	1%
Apoferritin bind	-5%	-14%	12%	·	?	?	-7%
POLI inh	36%[activator]	-24%	16%	23%	-27%	?	16%
Tb PGK inh	0%	-5%	5%	i	-7%	?	5%
POLK inh	-4%	?	1%	1%	-5%	?	0%
RXFP1 antagonist	-2	-14	-5	·	7	-7	-35
APE1 inh	14%	4%	16%	·	-3%	2%	4%
Pol beta inh	35%[activator]	22%	-4%	·	5%	10µM*	2%

# Bioassay records deposited in PubChem BioAssay by National Center for Advancing Translational Sciences (NCATS).

# Not all compounds are listed. The share of hits here may be higher or lower than overall.
